Source: PubChem BioAssay (National Center for Advancing Translational Sciences (NCATS))
TCR activator = activators of T cell receptors; primary human leukocytes, anti-CD3, IL-2 HTRF, 48 h; Potency, µM (titrated, usually from 9.22 µM), inactives show top-dose activation of IL-2 secretion, most hits filed as activators; 330,000 tested, under 10 active; also: % of control where 0% means no effect
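Primary human leukocytes were stimulated with a-CD3 beads plus compounds for 48 hr without co-stimulation; secreted IL-2 was quantified by HTRF using a-IL-2-K (europium cryptate) and a-IL-2-d2, excited at 320nm with acceptor emission read at 665nm.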
Chronic BCR inh = chronic active BCR signaling inhibition | ABC-DLBCL IkBa-CBG/CBR reporter, luminescence ratio, 4 h | Potency, µM (highest dose often 46.1 µM), for inactives: top-dose ratio change, negative = lower green/red ratio, hits mostly inhibitors | actives 0.05% (n = 340,000) | AID 493014; active = well fitted inhibition curve with a large enough effect in the signal ratio, with a control signal flat, not every such curve was filed as active; inconclusive = small, poorly fitted or top-dose-only effect, or effect the other way, or a change in a side signal; the % refers to the signal ratio;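 also: potency is read from the fitted curve at half-maximal effect; plate controls were basal doxycycline-induced cells for no effect and cells given 10 µM MG132 for full effect; MG132 reads +100%, hits lower the ratio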
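Cell line TMD8 (human ABC DLBCL), stably expressing tet-inducible CBG68-IkBa fusion and CBR; IMDM/0.5% FBS; cpd up to 46 uM; dox induction, 4 h, 37C/5% CO2; dual luminescence; green/red ratio; MG132 control.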
GALK inh = inhibitors of human galactokinase | P51570 | Purified GALK, Kinase-Glo residual ATP luminescence | Potency, µM (titrated, usually from 57.5 µM), for the others: at the highest dose activity change, negative = inhibition, actives largely listed as inhibitors | actives 0.007% (n = 270,000) | AID 1868; also: potency is read from the fitted curve at half-maximal effect; % is scaled to controls: 0 for no effect and ±100 for the full control effect
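Galactose (100 uM) and ATP (35 uM) were turned over by 5 nM GALK for 1 h at RT. Kinase-Glo Plus then converted the remaining ATP into a luminescent signal.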
AT treatment = candidate therapy for ataxia-telangiectasia; […] A-T fibroblasts, KAP-1 phosphorylation AlphaLISA; neocarzinostatin DNA damage 30 min before lysis; Potency, µM (titrated, usually from 57.5 µM), for the others: at the top dose activation, actives largely listed as activators; actives 0.19% (n = 320,000); AID 485349; also: potency is read from the fitted curve at half-maximal effect; % of control where 0% means no effect; nearly all actives have a fitted effect of over 45% in size
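hTERT-immortalized A-T patient fibroblasts ([…]), 500 cells/well in OPTI-MEM, 1% FBS, got compounds for 60 min, then NCS for 30 min at 37C. Lysates were then assayed for phospho-KAP-1 by AlphaLISA (anti-pKAP1 donor, anti-KAP1 acceptor beads), 6 hr at 25C.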
Tb PFK block = inhibitors of T. brucei phosphofructokinase. T. brucei PFK, ADP-Glo luminescence. Potency, µM (top dose mostly 57.5 µM), for the others: top-dose activity, negative = inhibition, usual class: inhibitors. actives 0.17% (n = 330,000). AID 485367;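 also: potency is read from the fitted curve at half-maximal effect; 0% = uninhibited 1x PFK enzyme wells and -100% = no-enzyme wells; nearly all actives have a fitted effect of over 60% in size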
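In TEA buffer at pH 8.0 with 5 mM MgCl2, enzyme (1.25 nM) converted F6P (0.5 mM) and ATP (0.1 mM) for 45 min at room temperature. ADP product was read by luciferase luminescence.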
TSHR antagonist = blocks TSH signaling through the human TSH receptor; actives 0.2% (n = 330,000); TSHR-expressing cells, TSH-stimulated cAMP HTRF, 2 h; hits give low values; activity change, negative = inhibition, % at 11.5 µM;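 active = activity change below a set negative limit, meaning inhibition stronger than a set level, cut at about -70% in these data; inconclusive = activity change between two set negative limits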; also: % is scaled to controls: 0 for no effect and ±100 for the full control effect
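Read-out is FRET at 665 nm (cryptate excitation 337 nm) from a cryptate-tagged anti-cAMP antibody, competed by cell cAMP against cAMP-d2. Compounds are tested on freshly harvested TSHR cells challenged with 4nM TSH (EC80) for 2 hours at 37 deg C.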
FBPA coupling cs = coupling enzyme interference in Giardia aldolase counter-screen; coupling enzyme system counterscreen, AmpLite Red fluorescence; activity change, negative = inhibition, % at 58.2 µM, hits read low; actives 0.67% (n = 290,000); in the data active = activity change below about -30%; also: % is scaled to controls: 0 for no effect and ±100 for the full control effect
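Counterscreen of the coupled detection system alone, without aldolase: glyceraldehyde-3-phosphate coupling enzymes plus AmpLite Red readout. Compounds at 57.5 uM final, 10 min RT preincubation, 20 min RT reaction, fluorescence 525/598 nm.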
Giardia killer = Giardia lamblia killing | actives 0.15% (n = 340,000) | Giardia lamblia trophozoite viability | activity change, % at 7.66 µM, hits read low | AID 540267; in the data active = activity change below about -80%; inconclusive = between about -30% and that limit;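 also: parasites exposed to compound for two days anaerobically before the ATP read; % is scaled to controls: 0 for no effect and ±100 for the full control effect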
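Killing of trophozoites was scored by loss of ATP luminescence after a 48 hrs anaerobic exposure to compounds at 37 deg C, using 100 cells per well.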
KCNH2 WT inh = inhibitors of human wildtype KCNH2 potassium channel; AID 720551; Q12809; activity change, % at 1.84 µM; U2OS, BacMam KCNH2, thallium flux FluxOr; hits give low values; actives 0.37% (n = 340,000);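 active = maximum activity change below -70%; inconclusive = maximum activity change between -70% and -50%; inactive = maximum activity change above -50%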; also: % is scaled to controls: 0 for no effect and ±100 for the full control effect
Target sequence (Q12809 whole entry, looked up): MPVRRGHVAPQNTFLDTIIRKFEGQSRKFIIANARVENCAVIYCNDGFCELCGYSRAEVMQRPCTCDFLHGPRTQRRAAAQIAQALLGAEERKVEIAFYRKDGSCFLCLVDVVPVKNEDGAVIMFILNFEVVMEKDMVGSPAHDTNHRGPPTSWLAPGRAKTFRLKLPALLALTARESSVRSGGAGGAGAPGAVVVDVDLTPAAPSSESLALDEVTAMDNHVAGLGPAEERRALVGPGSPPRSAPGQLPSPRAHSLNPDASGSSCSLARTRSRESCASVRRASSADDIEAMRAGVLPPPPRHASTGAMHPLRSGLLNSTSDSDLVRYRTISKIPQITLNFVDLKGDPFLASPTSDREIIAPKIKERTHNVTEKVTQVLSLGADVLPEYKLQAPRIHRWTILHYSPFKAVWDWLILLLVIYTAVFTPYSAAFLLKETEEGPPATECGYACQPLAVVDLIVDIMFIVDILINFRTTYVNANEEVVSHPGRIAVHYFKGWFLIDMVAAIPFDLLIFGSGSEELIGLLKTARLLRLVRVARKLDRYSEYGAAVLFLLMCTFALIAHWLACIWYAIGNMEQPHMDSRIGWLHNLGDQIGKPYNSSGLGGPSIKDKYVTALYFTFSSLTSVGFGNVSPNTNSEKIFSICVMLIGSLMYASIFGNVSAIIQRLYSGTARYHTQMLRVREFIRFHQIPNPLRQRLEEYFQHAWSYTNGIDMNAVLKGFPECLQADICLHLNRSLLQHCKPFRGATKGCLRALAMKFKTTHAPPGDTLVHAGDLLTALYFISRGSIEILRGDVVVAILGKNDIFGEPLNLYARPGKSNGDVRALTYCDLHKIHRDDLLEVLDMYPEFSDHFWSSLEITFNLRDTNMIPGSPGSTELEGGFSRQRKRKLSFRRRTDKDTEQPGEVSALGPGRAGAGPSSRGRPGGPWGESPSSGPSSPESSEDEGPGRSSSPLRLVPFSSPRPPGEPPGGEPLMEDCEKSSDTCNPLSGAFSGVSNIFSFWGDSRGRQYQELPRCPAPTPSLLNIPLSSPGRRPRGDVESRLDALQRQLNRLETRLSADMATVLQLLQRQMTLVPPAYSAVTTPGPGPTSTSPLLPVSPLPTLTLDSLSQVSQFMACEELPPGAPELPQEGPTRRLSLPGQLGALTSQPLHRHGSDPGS
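U2OS cells transduced with wild-type KCNH2 virus are loaded with FluxOr dye for 45 min, and thallium flux is measured in kinetic reads before and after stimulation buffer. Rate constants are normalized to DMSO controls.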
CXXC DNA block = MLL CXXC-DNA interaction inhibition. Q03164. MLL-CXXC / FITC-HOXA9 DNA fluorescence polarization. Potency, µM (titrated, usually from 115 µM), inactives show at the highest dose activity change, negative = inhibition, most hits filed as inhibitors. actives 0.037% (n = 290,000); active = well fitted inhibition curve with a large enough effect in the polarisation, with a control signal flat, not every such curve was filed as active; inconclusive = small, poorly fitted or top-dose-only effect, or effect the other way, or a change in a side signal; inactive = no such curve, though single readings can be large or run the other way; the % refers to the polarisation; also: potency is read from the fitted curve at half-maximal effect
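Purified MLL-CXXC (added from a 7 uM solution) was preincubated 5 min at ambient with pinned compounds in 50 mM Tris-HCl pH 7.5, 50 mM NaCl, 1 mM DTT, 0.05% BSA. Fluorescein-labeled HOX-A9 DNA (50 nM solution) followed, 30 min, then polarization read.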
The depositor's hits bear a star; ? = inconclusive; / = not tested or not shown; [ ] = another dose, or the depositor's remark. Unless noted, calls follow the shape of the dose curve; as a rule, active = well fitted curve in the direction sought with a large enough effect; inconclusive = small, poorly fitted or top-dose-only effect, or another doubt; inactive = no such curve, though single readings can be large; an effect the other way counts as inactive or inconclusive. Outcome played no part in choosing rows; any-hit rate near 1.6%.

Compound	TCR activator	Chronic BCR inh	GALK inh	AT treatment	Tb PFK block	TSHR antagonist	FBPA coupling cs	Giardia killer	KCNH2 WT inh	CXXC DNA block
CC(C)C(Nc1ncnc2c1oc1ccccc12)C(=O)O (configuration not stated)	4%	-1%	0%	2%	-4%	-7	1	21	5	-4%
Cc1ccc(NC(=O)CN(C)Cc2ccc(Cl)cc2)cc1	2%	?	-3%	-2%	-4%	-6	0	10	-6	20%
c1ccc2c(c1)CCN(c1nc3ccccc3n3cnnc13)C2	1%	?	4%	9%	4%	4	-18	28	-6	20%
COCCCNc1nc2ccccc2nc1NS(=O)(=O)c1cccs1	-2%	0%	0%	0%	0%	7	7	2	32	2%
COc1cccc(CNc2ccc3c(c2)nc(C)n3C)c1OC	/	-11%	-8%	-1%	2%	13	0	11	-10	2%
COC(=O)c1ccc(Cn2c(O)c(N=O)c3ccccc32)o1	2%	-12%	3%	5%	-1%	4	8	3	-5	10%
O=C(O)C1CCCCC1C(=O)NCCc1c[nH]c2ccccc12 (configuration not stated)	-5%	4%	-3%	-6%	-1%	3	4	3	0	-3%
CCOc1ccc(/C=N/NC(=O)c2cc(-c3ccco3)nc3ccccc23)cc1	9%[46.1 µM]	-5%	1%	-1%	0%	3	0	-13	-4	5%
CC(C)(C)n1ncc2c(=O)n(CC(=O)NCc3ccccc3)cnc21	3%[46.1 µM]	0%	0%	-3%	-2%	10	2	-8	-6	0%
O=C(NCc1ccco1)c1noc2c1CCCCC2	-2%	0%	2%	-7%	-1%	1	-1	-4	3	-2%
C/C(=N\OCc1ccc(C#N)cc1)c1cc2ccccc2o1	-4%	?	0%	9%	-6%	-12	-1	-13	5	9%
Cc1cc(C)c(C(=O)C(C)OC(=O)Cn2cnc3c2c(=O)n(C)c(=O)n3C)cc1C (configuration not stated)	7%	0%	/	1%	0%	-3	/	-16	1	/
COCCNC(=S)Nc1ccccc1[N+](=O)[O-]	8%	2%	0%	-2%	-2%	9	-2	-9	-3	-5%
CCCCN(C(=O)c1cc(Cl)nc2ccccc12)c1c(N)n(Cc2ccccc2)c(=O)[nH]c1=O	-3%	9%	/	10%	-1%	-4	/	-14	3	/
N#CCC(CNc1ncc(C(F)(F)F)cc1Cl)OC(=O)c1cccc(C(F)(F)F)c1 (configuration not stated)	3%	3%	0%	2%	-3%	-8	-3	4	1	-6%
O=C(COC(=O)C1CCN(S(=O)(=O)c2cccs2)CC1)Nc1ccc(F)c(F)c1F	-2%	3%	/	-4%	-6%	-8	/	-17	-2	/
CCOC(=O)c1[nH]c(C)c(C(=O)N2CCN(c3ccccc3OC)CC2)c1C	-6%	-3%	-1%	2%	-8%	4	2	-2	3	7%
c1coc(CNC2C3CC4CC(C3)CC2C4)c1 (configuration not stated)	0%	10%	2%	-2%	2%	6	4	-7	2	5%
Cc1cc(C)c2c3c(oc2n1)C(=O)N(c1cccc(Cl)c1)CC(=O)N3	1%	-4%	-2%	-3%	2%	2	0	20	-2	-17%
CC1=C(C(=O)Nc2ccccc2)C(c2ccccc2)N2C(=O)CSC2=N1 (configuration not stated)	4%	8%	2%	7%	-4%	-1	0	6	-2	4%
CCc1noc(C)c1C(=O)N1CCN(S(=O)(=O)c2cc(C)ccc2C)CC1	-1%	-1%	-5%	7%	1%	-4	4	7	0	-3%
Cc1ccc(SCc2ccc(C(=O)Nc3nccs3)o2)cc1	7%	?	-3%	10%	1%	-25	-1	-17	-4	-6%
CCOC(=O)c1ccc(NC(=O)NCc2ccccc2OC)cc1	-5%	-2%	-2%	0%	-2%	7	-4	-9	5	8%
CC[C@]12c3[nH]c4ccccc4c3CCN1C(=O)C(CC(=O)NCc1ccc(OC)c(OC)c1)C[C@@H]2C(=O)N1CCN(C(=O)C2CC2)CC1 (some centres not stated)	2%	?	/	-3%	1%	-14	/	12	-4	/

Entries of single compounds from above.
c1coc(CNC2C3CC4CC(C3)CC2C4)c1 (configuration not stated) as listed: TCR activator = 0%; Chronic BCR inh = 10%; GALK inh = 2%; AT treatment = -2%; Tb PFK block = 2%; TSHR antagonist = 6; FBPA coupling cs = 4; Giardia killer = -7; KCNH2 WT inh = 2; CXXC DNA block = 5%
CCc1noc(C)c1C(=O)N1CCN(S(=O)(=O)c2cc(C)ccc2C)CC1 as listed: TCR activator = -1%; Chronic BCR inh = -1%; GALK inh = -5%; AT treatment = 7%; Tb PFK block = 1%; TSHR antagonist = -4; FBPA coupling cs = 4; Giardia killer = 7; KCNH2 WT inh = 0; CXXC DNA block = -3%

Other records.
Compound	TCR activator	Chronic BCR inh	GALK inh	AT treatment	Tb PFK block	TSHR antagonist	FBPA coupling cs	Giardia killer	KCNH2 WT inh	CXXC DNA block
Cc1cc(NC(=O)COC(=O)c2ccccc2S(=O)(=O)N(C)c2ccccc2)no1	3%	?	-2%	-1%	-1%	-1	-2	7	6	-1%
CCCCOc1nc(N2CCOCC2)nc(C)c1[N+](=O)[O-]	-23%	1%	-1%	3%	2%	0	3	4	-5	-7%
COc1cc(/C=N/NC(=S)Nc2cccc(C(=O)O)c2)ccc1O	4%[46.1 µM]	?	-3%	-2%	-1%	1	5	-22	4	-4%
CC1(C)C2CCC1(CS(=O)(=O)NCc1ccc(S(N)(=O)=O)cc1)C(=O)C2 (configuration not stated)	2%	-6%	-1%	2%	2%	10	0	30[activator]	1	1%
O=C(c1ccc(NC2=NC3CS(=O)(=O)CC3S2)cc1)N1CCN(c2ccc([N+](=O)[O-])cc2)CC1 (configuration not stated)	-2%	5%	7%	0%	1%	13	/	11	-5	-3%
O=C1CC(Cc2ccc(Cl)cc2)C(=O)N1c1ccncc1 (configuration not stated)	3%[46.1 µM]	-3%	0%	1%	4%	12	2	0	9	-4%
CC1CCN(C(=O)N[C@@H](Cc2ccccc2)C(=O)O)CC1	3%	-3%	4%	4%	2%	-9	4	-3	0	11%
Cc1ccc(-n2nc3c(=O)n(CC(=O)NC4CCCCCC4)nc(C)c3c2C)cc1	-3%	4%	-7%	1%	-2%	-6	4	-20	-2	4%
Cc1ccc(CNCCCSc2nc(C)cc(C)n2)cc1	3%	-4%	4%	13%	-6%	-2	0	-10	43	24%
CC(c1nccs1)N(C)C(=O)c1cn(Cc2cccc3ccccc23)nn1 (configuration not stated)	-1%	-1%	-9%	5%	7%	8	1	-5	-3	-15%
CC(O)C(=O)N/N=C/c1cccc2ccccc12 (configuration not stated)	-3%[46.1 µM]	-15%	1%	-10%	-6%	1	-2	-2	-15	4%
Cc1cccc(-c2nnc(NC(=O)c3ccco3)s2)c1	-15%	?	5%	6%	-2%	1	/	-28	-3	0%
C/C=C/c1ccc(OCCN2C(=O)NC(C)(C)C2=O)c(OC)c1	-12%	/	4%	/	/	/	-8	17	5	-1%
Cc1ccccc1N1CCN(C2CCCN(C(=O)CCC(F)(F)F)C2)CC1 (configuration not stated)	-3%	3%	5%	13%	0%	-1	2	4	6	-4%
CCN1CCN(CCCNC(=O)c2cc3c(=O)[nH]c4ccccc4c3s2)CC1	-2%	?	0%	0%	-5%	4	-2	0	-1	?
Cc1cc(NC(=O)/C=C/C(=O)N(CC(=O)NC2CCCC2)c2cccc3ccccc23)no1	2%	?	6%	3%	-3%	-6	0	-11	-2	3%
CC#CC(=O)N1CCC(C(=O)Nc2ccc(Oc3ccccc3)nc2)CC1	0%	2%	6%	6%	-6%	5	-4	?	15	?
Cc1cc(C)c(C)c(OCCOCCN2CCN(C)CC2)c1	-4%[46.1 µM]	0%	0%	/	1%	12	2	-2	30	4%
Cc1ccc(/C=N/NC(=O)C(NC(=O)c2ccccc2)c2n[nH]c(=O)c3ccccc23)cc1 (configuration not stated)	1%	-23%	0%	2%	-1%	2	2	-14	-11	-13%
Cc1onc(-c2c(Cl)cccc2Cl)c1/C(N)=N/OC(=O)C1CC1	-8%	-1%	0%	-4%	0%	-9	0	12	-1	-7%
Cc1cc(C)c(C)c(S(=O)(=O)N2CCC(C(=O)N3CC(C)CC(C)C3)CC2)c1C (configuration not stated)	-9%	3%	/	3%	0%	-3	/	-5	-2	/
O=C(Nc1cccc(-c2cscn2)c1)C1CCN(Cc2ccccn2)CC1	5%	-5%	/	-13%	-2%	-4	0	-1	-7	1%
Nc1nsnc1C(=O)NCCO	0%	-1%	1%	/	-1%	37	-5	-13	-15	-8%
CCC1CCCCN1C(=O)c1ccc(OC2CCN(C(=O)C3CC3)CC2)cc1 (configuration not stated)	-2%	5%	-1%	-11%	0%	-3	0	-7	-2	-6%
COc1ccc(NC(C)=O)cc1NS(=O)(=O)c1ccc2c(c1)OCCO2	1%	?	/	-2%	0%	4	/	-10	4	/
COc1ccc(Br)cc1/C=C/C(=O)OCC(=O)NCCc1ccc(S(N)(=O)=O)cc1	-5%	-7%	/	6%	8%	-2	/	-16	-1	/
